Screening data from PubChem BioAssay.
ALOX12 inh: inhibitors of human 12S-lipoxygenase ALOX12; P18054; Potency, µM (top dose mostly 108 µM), for inactives: at the highest dose activity change, negative = inhibition, usual class: inhibitors; purified 12hLO, xylenol orange hydroperoxide absorbance; hit rate 1.1% among 580,000; active = well fitted inhibition curve with a large enough effect; inconclusive = small, poorly fitted or top-dose-only effect, or another doubt; inactive = no such curve, though single readings can be large or run the other way
Target sequence (P18054 whole entry, looked up): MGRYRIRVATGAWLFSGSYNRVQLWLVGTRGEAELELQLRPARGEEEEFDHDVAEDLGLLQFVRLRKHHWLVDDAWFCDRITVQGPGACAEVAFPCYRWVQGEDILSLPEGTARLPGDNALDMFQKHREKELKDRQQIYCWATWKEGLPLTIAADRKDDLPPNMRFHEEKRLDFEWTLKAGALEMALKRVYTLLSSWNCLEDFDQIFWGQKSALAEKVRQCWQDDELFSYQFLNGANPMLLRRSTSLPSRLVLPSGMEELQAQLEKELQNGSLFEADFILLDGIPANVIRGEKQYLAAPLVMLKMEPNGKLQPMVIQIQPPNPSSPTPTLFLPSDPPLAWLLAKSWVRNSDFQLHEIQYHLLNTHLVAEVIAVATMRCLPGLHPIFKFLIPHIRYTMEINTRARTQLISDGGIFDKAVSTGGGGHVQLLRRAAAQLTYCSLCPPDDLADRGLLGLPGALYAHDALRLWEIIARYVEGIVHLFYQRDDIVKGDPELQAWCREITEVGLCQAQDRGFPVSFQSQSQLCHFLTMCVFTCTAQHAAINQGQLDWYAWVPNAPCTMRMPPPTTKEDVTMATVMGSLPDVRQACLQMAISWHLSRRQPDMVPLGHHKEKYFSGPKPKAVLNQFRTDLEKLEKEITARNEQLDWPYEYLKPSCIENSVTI
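Hydroperoxide product was detected by ferrous iron/xylenol orange as the 573 to 405 nm absorbance ratio. Arachidonic acid at 40 uM (final) was turned over for 30 min at room temperature by 150 nM human 12hLO, pH 7.0 Hepes buffer, after 15 min compound preincubation.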
Numbers without * were called inactive; ? = inconclusive; [ ] = dose if it differs, or a comment. % is set by controls: 0 for no effect and ±100 for the full control effect; potency is the fitted concentration of half-maximal effect. Some of the compounds tested. The share of hits here may be higher or lower than overall.

1) C/C=C/CN1CC2ON=C(C(=O)O)C2C1 (centres undefined)
- ALOX12 inh = -8%[12.5 µM]

2) CCC(CC)c1cc([C@H]2CN3CC[C@H]2C[C@@H]3CNC(=O)c2cccs2)nc(-c2ccncc2)n1
- ALOX12 inh = 0%

3) COCC(=O)NC[C@H]1C[C@@H]2CCN1C[C@@H]2CN1CCC(C)CC1
- ALOX12 inh = 45%[activator][176 µM]

4) C=C[C@H]1CN2CC[C@H]1C[C@@H]2CNS(=O)(=O)c1ccc2ccccc2c1
- ALOX12 inh = 15%[176 µM]

5) COc1cc2c(cc1OC1CCCC1)NC(=O)C21CCN(c2cnccn2)CC1
- ALOX12 inh = ?

6) Cc1cc(CN2CCC3CC(=O)NCCC3C2)cc(C)n1 (centres undefined)
- ALOX12 inh = -1%[12.5 µM]

7) COc1cc2c(cc1OCc1ccccc1)NC(=O)C21CCN(Cc2ccccn2)CC1
- ALOX12 inh = 52%[activator][176 µM]

8) O=C(c1ccsc1)N1[C@H]2CC[C@@H]1c1cnc(-c3ccc(F)cc3)nc1C2
- ALOX12 inh = 9%

9) CC(C)CN1Cc2ccccc2-n2ccnc2C12CCN(C(=O)c1ccccn1)CC2
- ALOX12 inh = 9%

10) CN1c2ncccc2CN(Cc2ccccc2)CC[C@H]1CO
- ALOX12 inh = 228%[activator][176 µM]

11) c1cncc(C2=NOC3(CCCN(CC4CCCCC4)C3)C2)c1 (centres undefined)
- ALOX12 inh = 3%[6.33 µM]

12) Cn1cc(C2=C(c3cn(C4CCN(Cc5ccccn5)CC4)c4ccccc34)C(=O)NC2=O)c2ccccc21
- ALOX12 inh = 2%[22.9 µM]

13) COc1ccc([C@@H]2CN(C(=O)Nc3ccc(C)cc3)[C@@H]3C4CCN(CC4)[C@@H]32)cc1
- ALOX12 inh = 14%

14) CN1CCOC[C@H]2CCNC[C@H]21
- ALOX12 inh = 59%[activator]

15) O=[S+]1([O-])NC2(CCN(Cc3cccs3)C2)COc2ccncc21 (centres undefined)
- ALOX12 inh = 4%[6.33 µM]

Retrieved by structure from the entries so far:
13) COc1ccc([C@@H]2CN(C(=O)Nc3ccc(C)cc3)[C@@H]3C4CCN(CC4)[C@@H]32)cc1
- ALOX12 inh = 14%

2) CCC(CC)c1cc([C@H]2CN3CC[C@H]2C[C@@H]3CNC(=O)c2cccs2)nc(-c2ccncc2)n1
- ALOX12 inh = 0%

10) CN1c2ncccc2CN(Cc2ccccc2)CC[C@H]1CO
- ALOX12 inh = 228%[activator][176 µM]

4) C=C[C@H]1CN2CC[C@H]1C[C@@H]2CNS(=O)(=O)c1ccc2ccccc2c1
- ALOX12 inh = 15%[176 µM]

Other structures follow:
16) COc1ccccc1N1CCN(C[C@H]2CN3CC[C@H]2C[C@@H]3CNC(=O)c2ccc3c(c2)OCO3)CC1
- ALOX12 inh = 7%

17) Cc1ncc2c(n1)C[C@@H]1CC[C@H]2N1C(=O)NC(C)(C)C
- ALOX12 inh = 27%

18) Cc1ccc(CN2C[C@@H]3C(=O)N(C)C(=O)[C@@H]3C2)o1
- ALOX12 inh = -6%

19) N#Cc1cccc(NC(=O)NC[C@H]2C[C@@H]3CCN2C[C@@H]3CN2CCN(c3ccccc3)CC2)c1
- ALOX12 inh = 5%

20) O=[S+]1([O-])NCC2(CCN(Cc3ccccn3)C2)Nc2ccccc21 (centres undefined)
- ALOX12 inh = 74%[activator]

21) CS(=O)(=O)N1CCC2(C1)N=C(c1cccnc1)C(=O)N2 (centres undefined)
- ALOX12 inh = 26%[176 µM]

22) COCCN1CCC(N2CCN(C(=O)Cc3ccc(Cl)cc3)CC2)C1=O (centres undefined)
- ALOX12 inh = 22%

23) COc1cc2c(cc1Oc1cccc(N(C)C)c1)NC(=O)C21CCN(C(=O)C2CCC2)CC1
- ALOX12 inh = ?

24) CC(C)N1CC2CCC(C1)N2Cc1ccccc1
- ALOX12 inh = 5%[12.5 µM]

25) COc1cccc(Nc2cc3c(cn2)CN(C)CCN3C)c1
- ALOX12 inh = 17%[176 µM]

26) O=C1NC2(CCN(Cc3cccnc3)C2)Oc2ccccc21 (centres undefined)
- ALOX12 inh = 15%[176 µM]

27) C#C[C@H]1CN2CC[C@H]1C[C@@H]2CNS(=O)(=O)CCC
- ALOX12 inh = 8%[176 µM]

28) CN(C)CC(=O)N1C[C@@H]2C[C@H](C1)c1c(-c3cccc(C#N)c3)ccc(=O)n1C2
- ALOX12 inh = 44%[activator][176 µM]

29) CC(=O)N1CCC(C(=O)N2CCC3(CC2)c2nccn2-c2ccccc2CN3C)CC1
- ALOX12 inh = 18%

30) COc1cc2c(cc1OCc1ccncc1)NC(=O)C21CCN(c2ncccn2)CC1
- ALOX12 inh = 8%[176 µM]

31) O=C1CO[C@H]2CN(Cc3ccccn3)C[C@H]2N1c1ccccc1
- ALOX12 inh = 89%[activator][176 µM]

32) COc1ccc(CC(=O)N2C[C@@H]3CC[C@H](C2)N(CC2CCC2)C3)c(OC)c1
- ALOX12 inh = 5%

33) COc1ccccc1-c1cc([C@H]2CN3CC[C@H]2C[C@@H]3CNC(=O)COc2ccccc2)n(C)n1
- ALOX12 inh = 57%[activator]

34) COC(=O)[C@H]1[C@H](CO)[C@H]2Cn3c(ccc(Br)c3=O)[C@@H]1N2S(=O)(=O)c1cn(C)cn1
- ALOX12 inh = -14%

35) OCC1CN(c2ccncn2)CC12CCNCC2 (centres undefined)
- ALOX12 inh = -15%

36) COC(=O)[C@@H]1[C@@H](CO)[C@@H]2Cn3c(ccc(Br)c3=O)[C@H]1N2C(=O)CN(C)C
- ALOX12 inh = -16%

37) Cc1nc(-c2ccccc2)cc([C@H]2CN3CC[C@H]2C[C@@H]3CNS(=O)(=O)Cc2ccccc2)n1
- ALOX12 inh = 69%[activator]

38) COc1ccc2c(c1)C1(CCN(C(=O)NCCC(C)C)C1)C(=O)N2 (centres undefined)
- ALOX12 inh = 12%

39) O=C(Nc1ccc2n(c1=O)C[C@H]1C[C@@H]2CN(C(=O)c2ccccn2)C1)c1cccs1
- ALOX12 inh = ?

40) COC1=CC(C)=C[C@@H](C)[C@@H](O)[C@@H](C)CC(C)=CC=C[C@H](OC)[C@H]([C@@H](C)[C@@H](O)[C@H](C)[C@@]2(O)C[C@@H](O)[C@H](C)[C@@H](C(C)C)O2)OC1=O
- ALOX12 inh = ?

41) C=C[C@H]1CN2CC[C@H]1C[C@@H]2CNCc1ccccc1
- ALOX12 inh = 70%[activator][176 µM]

42) CC1CCN(C[C@H]2CN3CC[C@H]2C[C@@H]3CNC(=O)Nc2ccccc2)CC1
- ALOX12 inh = 25%[176 µM]

43) Cc1ccccc1-c1ccc2n(c1=O)C[C@H]1C[C@@H]2CN(C(=O)CSCC(=O)O)C1
- ALOX12 inh = ?

44) C=C[C@H]1CN2CC[C@H]1C[C@@H]2CNC(=O)Nc1ccc(OC(F)(F)F)cc1
- ALOX12 inh = 7%[176 µM]

45) CCC(CC)c1cc([C@H]2CN3CC[C@H]2C[C@@H]3CNC(=O)c2ccccc2)nc(-c2ccncc2)n1
- ALOX12 inh = 1%

Entries from the list above that contain a cyano group, in the order listed:
19) N#Cc1cccc(NC(=O)NC[C@H]2C[C@@H]3CCN2C[C@@H]3CN2CCN(c3ccccc3)CC2)c1
- ALOX12 inh = 5%

28) CN(C)CC(=O)N1C[C@@H]2C[C@H](C1)c1c(-c3cccc(C#N)c3)ccc(=O)n1C2
- ALOX12 inh = 44%[activator][176 µM]

5 compounds already listed, ordered by count of non-hydrogen atoms, rising:
35) OCC1CN(c2ccncn2)CC12CCNCC2 (centres undefined)
- ALOX12 inh = -15%

41) C=C[C@H]1CN2CC[C@H]1C[C@@H]2CNCc1ccccc1
- ALOX12 inh = 70%[activator][176 µM]

32) COc1ccc(CC(=O)N2C[C@@H]3CC[C@H](C2)N(CC2CCC2)C3)c(OC)c1
- ALOX12 inh = 5%

37) Cc1nc(-c2ccccc2)cc([C@H]2CN3CC[C@H]2C[C@@H]3CNS(=O)(=O)Cc2ccccc2)n1
- ALOX12 inh = 69%[activator]

45) CCC(CC)c1cc([C@H]2CN3CC[C@H]2C[C@@H]3CNC(=O)c2ccccc2)nc(-c2ccncc2)n1
- ALOX12 inh = 1%

(cont.)
46) CC(=O)c1cccc(NC(=O)NC[C@H]2C[C@@H]3CCN2C[C@@H]3c2cc(-c3ccc(F)cc3)nc(C)n2)c1
- ALOX12 inh = -10%

47) O=C(c1cnccn1)N1C[C@@H]2C[C@H](C1)c1ccc(-c3cccc(C(F)(F)F)c3)c(=O)n1C2
- ALOX12 inh = 11%

48) O=C(Nc1ccc2n(c1=O)C[C@H]1C[C@@H]2CN(C2CCOCC2)C1)c1ccccc1
- ALOX12 inh = ?

49) C=C[C@H]1CN2CC[C@H]1C[C@@H]2CNC(=O)Nc1cc(OC)cc(OC)c1
- ALOX12 inh = -1%[176 µM]

50) COc1ccc(-c2cc([C@H]3CN4CC[C@H]3C[C@@H]4CNC(=O)Nc3cccc4ccccc34)n(C)n2)cc1OC
- ALOX12 inh = 0%

51) O=C(Cc1c[nH]c2ncc(-c3cccnc3)cc12)N1CCN(Cc2ccccc2)CC1
- ALOX12 inh = 4%[176 µM]

52) COc1ccc(CC(=O)N2CC3(CCN(C)CC3)c3cc(OC)c(OCc4ccccc4)cc32)cc1
- ALOX12 inh = -11%

53) O=C1NC[C@H]2CN(C3CCOCC3)CCN12
- ALOX12 inh = 63%[activator][176 µM]

54) CN1CC[C@H]2CN(c3cc(NCCO)ncn3)C[C@@]2(C(=O)O)C1
- ALOX12 inh = 4%

55) Cn1nc(C2CCCCC2)cc1[C@H]1CN2CC[C@H]1C[C@@H]2CNC(=O)COc1ccccc1
- ALOX12 inh = 28%

56) CCCNC(=O)OC[C@H]1C[C@@H]2CCN1C[C@@H]2c1cc(-c2ccc3ccccc3c2)nn1C
- ALOX12 inh = 4%[176 µM]

57) COc1ccccc1-c1cc([C@H]2CN3CC[C@H]2C[C@@H]3COC(=O)Nc2ccccc2)nc(C)n1
- ALOX12 inh = 4%

58) CCN1CCN(C(=O)Cc2ccc(Nc3ncc(F)c(Nc4ccc(C(=O)Nc5ccccc5Cl)cc4)n3)cc2)CC1
- ALOX12 inh = 3.9µM*

59) COCCCn1c(C)cc(C(=O)NC2CCc3nnc(C4CC4)n3CC2)c1C (centres undefined)
- ALOX12 inh = 17%

60) Cn1nc(C2CCCCC2)cc1[C@H]1CN2CC[C@H]1C[C@@H]2CO
- ALOX12 inh = -3%[176 µM]

Screen by screen, as entered above:
ALOX12 inh for entries 49 to 60, in order: -1%[176 µM], 0%, 4%[176 µM], -11%, 63%[activator][176 µM], 4%, 28%, 4%[176 µM], 4%, 3.9µM*, 17%, -3%[176 µM]

Continuation.
61) Cc1nc(-c2cccs2)cc([C@H]2CN3CC[C@H]2C[C@@H]3COC(=O)Nc2ccc(C(C)C)cc2)n1
- ALOX12 inh = 45µM*

62) O=C1NC2(CCCN(Cc3cccnc3)C2)Oc2ccccc21 (centres undefined)
- ALOX12 inh = 26%[176 µM]

63) CC#C[C@]1(O)CC[C@H]2[C@@H]3C[C@H](C)C4=CC(=O)CC[C@]4(C)[C@H]3CC[C@@]21C
- ALOX12 inh = -8%[22.9 µM]

64) CN1CCN(C)c2cc(Nc3ccncc3)ncc2C1
- ALOX12 inh = 33%[activator][176 µM]

65) CCC(C)NC1(c2ccccc2)CCCCC1 (centres undefined)
- ALOX12 inh = 1%

66) O[C@H]1[C@H](NC2CCOCC2)[C@@H](C2CCCCC2)C[C@H]1O
- ALOX12 inh = -3%[176 µM]

67) COc1cc2c(cc1OC1CCCC1)NC(=O)C21CCN(C(=O)c2ccccc2)CC1
- ALOX12 inh = -17%[176 µM]

68) c1cncc(CN2CCCC3(CC(c4cccnc4)=NO3)C2)c1 (centres undefined)
- ALOX12 inh = 4%[6.33 µM]

69) O=C(c1ccc(F)cc1)N1C[C@@H]2C[C@H](C1)c1c(C3CCCCC3)ccc(=O)n1C2
- ALOX12 inh = 7%[176 µM]

70) O=C(NCCN1CCC2(CC1)C(=O)NCN2c1ccccc1)c1ccc(F)cc1F
- ALOX12 inh = ?

71) O=C1NC2(CCN(Cc3cccnc3)C2)COc2ccccc21 (centres undefined)
- ALOX12 inh = 84%[activator][176 µM]

72) CC[C@H]1CN2CC[C@H]1C[C@@H]2CNC(=O)Nc1ccc(Oc2ccccc2)cc1
- ALOX12 inh = ?

73) O=C1NC2(Cc3ccccc31)CN(Cc1cccnc1)C2
- ALOX12 inh = 1%[12.5 µM]

74) CN1CC2(CCN(c3nccc(N)n3)CC2)CC1C(=O)O (centres undefined)
- ALOX12 inh = 3%

75) Cn1nc(C(=O)NCC2CCOCC2)c2ccccc21
- ALOX12 inh = 3%

76) O=C(NC[C@H]1C[C@@H]2CCN1C[C@@H]2CN1C[C@@H]2C[C@H](C1)c1cccc(=O)n1C2)c1ccc(C(F)(F)F)cc1
- ALOX12 inh = 18%

77) C=C(C)[C@@H]1CC=C(C=O)CC1
- ALOX12 inh = -4%[176 µM]

78) O=C(NCc1ccccc1)[C@H]1CN2CCC1C[C@@H]2Cn1cc(-c2ccc(F)cc2)nn1 (some centres undefined)
- ALOX12 inh = 12%[176 µM]

79) COc1ccc(C(CN)N2CCCC2)cc1 (centres undefined)
- ALOX12 inh = 0%[12.5 µM]

80) O=C(NC1CCCC1)N1[C@H]2CC[C@@H]1c1cncnc1C2
- ALOX12 inh = 7%

81) Cn1nc(C2CCCCC2)cc1[C@H]1CN2CC[C@H]1C[C@@H]2CNS(=O)(=O)c1ccccc1
- ALOX12 inh = 58%[activator]

82) CC(C)(C)CN1CC2ON=C(C(=O)O)C2C1 (centres undefined)
- ALOX12 inh = ?

83) CCCn1c(C)cnc1CCNC(=O)c1nn(C)c2ccccc12
- ALOX12 inh = 78%[activator]

84) COc1cc2c(cc1OCC1CC1)NC(=O)C21CCN(C(=O)C2CCC2)CC1
- ALOX12 inh = -2%[176 µM]
